Bioassay records (PubChem BioAssay)
GAA inhib: alpha-glucosidase (human) inhibition. P10253. purified human GAA, 4-MU-alpha-glucoside fluorescence. Potency, µM (highest dose often 76.9 µM), without a hit: top-dose activity change, negative = inhibition, hits mostly inhibitors. 0.005% of 200,000 active. AID 1466;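 further: plate controls were uninhibited enzyme wells for no effect and no-enzyme background for full effect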
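qHTS format, compound range up to 77 uM. Human lysosomal enzyme at 4 nM, 400 uM 4-MU glucoside substrate, pH 5.0, 20 min room temperature; fluorescence after alkaline stop gives activity normalized to controls.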
aGlu spleen mod: lysosomal alpha-glucosidase (human) modulation; P10253; human spleen homogenate, 4-MU-alpha-glucoside fluorescence; Potency, µM (highest dose often 79.9 µM), for the others: top-dose activity change, negative = inhibition, usual class: inhibitors; 0.006% of 240,000 active;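 further: 0% = enzyme with vehicle and -100% = no enzyme basal signal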
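Compounds were titrated against alpha-glucosidase in spleen homogenate at pH 5.0, with 1 mM 4-methylumbelliferyl substrate for 40 min at 37 C. Reactions were quenched with pH 10 NaOH/glycine and fluorescence measured.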
HTT cytoprotect: protects HTT-Q103 PC12 cells, measured by ATP; Potency, µM (titrated, usually from 56.4 µM), for the others: cytoprotection (ATP increase), actives largely listed as activators; 0.14% of 230,000 active; PC12 HTT-Q103 induced, cytoprotection, ATP luminescence, 40 h; AID 1471;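 further: % of control where 0% means no effect; nearly all actives have a fitted effect of over 45% in size; toxic huntingtin expression switched on by the ecdysone agonist tebufenozide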
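Cells were plated at 1500 per well in phenol red-free DMEM with 5% equine and 5% calf serum. Tebufenozide (100 nM final) and compounds were added, then ATPlite reagent, and luminescence was read.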
GAA glycogen: alters human alpha-glucosidase cleavage of glycogen; 0.38% of 300,000 active; Potency, µM (highest dose often 76.4 µM), inactives show at the top dose activity change, negative = inhibition, actives largely listed as inhibitors; recombinant GAA, glycogen substrate, Amplex Red glucose oxidase fluorescence;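 further: 0% = full enzyme reaction and -100% = no-enzyme basal signal; the screen sought inhibitors and activators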
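Recombinant human enzyme (4 nM); glycogen substrate; 37 C, 40 min, pH 5.0. Readout: coupled glucose oxidase/Amplex Red fluorescence.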
Tau FP inhib: tau fibrillization inhibition (FP) | Potency, µM (doses to about 57.7 µM), inactives show at the highest dose activity, negative = inhibition, most hits filed as inhibitors | P10636 | 0.39% of 280,000 active | K18 P301L tau heparin fibrillization, Alexa594 FP, 6 h; further: on the % scale 0 is the no-effect control and ±100 the full control effect; nearly all actives have a fitted effect of over 55% in size
Target sequence (P10636 561-689 P618L limits assumed): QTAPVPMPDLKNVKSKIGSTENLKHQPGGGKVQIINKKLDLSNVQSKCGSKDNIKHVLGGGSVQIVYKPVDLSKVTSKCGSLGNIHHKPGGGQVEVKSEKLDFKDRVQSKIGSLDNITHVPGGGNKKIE
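Steps: dispense K18 P301L tau (15 uM plus 0.24 uM Alexa 594 tracer, final) in pH 7 sodium acetate; add compound; add heparin (20 uM final); incubate 6 hr, 37 C; add ThT (30 uM final); after 1 hr ambient, read FP.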
Tau fibril ThT: inhibitors of human tau fibril formation, thioflavin T binding; P10636; recombinant tau K18 P301L, heparin-induced fibrillization, ThT fluorescence; Potency, µM (highest dose often 57.4 µM), inactives show at the top dose activity, negative = inhibition, most hits filed as inhibitors; 2.1% of 270,000 active; further: on the % scale 0 is the no-effect control and ±100 the full control effect; nearly all actives have a fitted effect of over 55% in size
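Recombinant human tau K18 fragment […] carrying P301L, 15 uM unlabeled plus 0.24 uM Alexa 594-labeled, was fibrillized with 20 uM heparin in 100 mM sodium acetate pH 7 for 6 hr at 37 C; 30 uM ThT fluorescence read after 1 hr.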
Tau fluor cs: counter-screen for tau fibril formation inhibitors; Potency, µM (doses to about 57.7 µM), inactives show at the top dose activity change, negative = decrease; AID 1463; tau K18 P301L (four-repeat tau fragment) Alexa594 fluorescence, heparin fibrillization; 0.93% of 280,000 active; further: on the % scale 0 is the no-effect control and ±100 the full control effect; nearly all actives have a fitted effect of over 55% in size
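Human K18 P301L tau (15 uM unlabeled plus 0.24 uM Alexa 594-labeled, final) in 100 mM sodium acetate pH 7 was mixed with compound and 20 uM heparin and incubated 6 hr at 37 C.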
aGal spleen mod: inhibits or activates alpha-galactosidase in human spleen homogenate; P06280; human spleen homogenate, 4MU-alpha-Gal fluorescence, 40 min; Potency, µM (top dose mostly 80 µM), without a hit: top-dose activity change, negative = inhibition, usual class: inhibitors; 0.008% of 240,000 active;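 further: 0% = enzyme with vehicle and -100% = no enzyme basal signal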
Target sequence (P06280 32-429 limits assumed): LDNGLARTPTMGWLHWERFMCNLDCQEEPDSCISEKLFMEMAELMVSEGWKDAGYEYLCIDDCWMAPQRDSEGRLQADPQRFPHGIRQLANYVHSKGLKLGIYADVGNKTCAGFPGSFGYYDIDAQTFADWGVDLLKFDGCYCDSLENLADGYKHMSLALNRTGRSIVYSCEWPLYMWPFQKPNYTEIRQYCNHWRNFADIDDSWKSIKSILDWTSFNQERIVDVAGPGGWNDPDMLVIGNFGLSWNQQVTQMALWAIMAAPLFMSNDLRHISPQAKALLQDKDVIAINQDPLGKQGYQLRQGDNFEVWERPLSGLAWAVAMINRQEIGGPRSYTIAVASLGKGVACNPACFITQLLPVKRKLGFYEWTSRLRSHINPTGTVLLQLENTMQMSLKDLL
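qHTS titration in buffer at pH 5.0. Alpha-galactosidase activity in spleen homogenate was measured via 4-methylumbelliferone release from 1 mM fluorogenic substrate after 40 min at 37C and a pH 10 stop. AC50 came from Hill fits of control-normalized data.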
An asterisk follows results filed as active; ? = inconclusive; . = not tested or not shown; & = joins results of further samples; [ ] = remark or other dose. The call rests on the fitted dose curve; in most records, active means well fitted curve in the direction sought with a large enough effect; inconclusive means small, poorly fitted or top-dose-only effect, or another doubt; inactive means no such curve, though single readings can be large; an effect the other way counts as inactive or inconclusive. Potency means the concentration at half of the fitted maximal effect.

1) Cc1ccc(-c2nc3cccnc3s2)cc1NS(C)(=O)=O
2) O=C(NCC(=O)N(CC1CCCO1)C(C(=O)NC1CCCC1)c1cccnc1)c1ccco1 (stereo not drawn)
3) O=C(O)CCCc1nc(-c2ccccc2)no1
4) Cc1c(Cl)cccc1S(=O)(=O)Nc1ccnn1C
5) COc1ccccc1OCC(=O)N/N=C1\CCCCc2ccccc21
6) COC(=O)C/C=C\[C@@H](C)[C@@H](/C=N\O[C@@H]1O[C@H](COC(C)=O)[C@H](OC(C)=O)[C@H](OC(C)=O)[C@H]1OC(C)=O)OC
7) N#C/C(C(=O)NCc1ccccc1)=C1/N=C(NC(=O)c2ccco2)c2ccccc21
8) O=C1[C@H]2[C@H]3[C@H](O)[C@H](O)C/C(=N/OCc4ccccc4)[C@H]3CC[C@@H]2C(=O)N1C[C@@H]1CCCO1
9) O=C(OCc1nnc(-c2ccccc2)o1)c1ccco1
10) O=C(NCCc1ccccn1)c1cc(-c2ccccc2Cl)nc2ccccc12

assay / compound,1,2,3,4,5,6,7,8,9,10
Tau fibril ThT,-4%,-1%,-3%,1%,?,-4%[11.5 µM],?,-2%[11.5 µM],-3%,1%
Tau FP inhib,-2%,3%,6%,0%,6%,-2%[11.6 µM],13%,-2%[11.6 µM],-8%,9%
HTT cytoprotect,-11%[10 µM],-17%[10 µM],-24%[0.074 µM],9%[10 µM],27%[10 µM],?,-9%[10 µM],1%[10 µM],5%,-7%[10 µM]
GAA glycogen,-4%,-1%,-1%,7%,6%,.,.,.,-8%,6%
aGal spleen mod,1%,0%,8%,-12%,3%,4%[17.5 µM],-6%,-11%[17.5 µM],26%,2%
Tau fluor cs,2%,7%,10%,-2%,-12%,-6%[11.6 µM],?,-1%[11.6 µM],-1%,1%
GAA inhib,.,-15%,-3%,.,0%[15.4 µM],.,-13%,.,4%,3%
aGlu spleen mod,-1%,-6%,3%,-2%,1%,4%[17.4 µM],-2%,-6%[17.4 µM],12%,5%

Record cards (already shown).
Entry for COc1ccccc1OCC(=O)N/N=C1\CCCCc2ccccc21 : Tau fibril ThT = ?; Tau FP inhib = 6%; HTT cytoprotect = 27%[10 µM]; GAA glycogen = 6%; aGal spleen mod = 3%; Tau fluor cs = -12%; GAA inhib = 0%[15.4 µM]; aGlu spleen mod = 1%
Entry for O=C(NCCc1ccccn1)c1cc(-c2ccccc2Cl)nc2ccccc12 : Tau fibril ThT = 1%; Tau FP inhib = 9%; HTT cytoprotect = -7%[10 µM]; GAA glycogen = 6%; aGal spleen mod = 2%; Tau fluor cs = 1%; GAA inhib = 3%; aGlu spleen mod = 5%

Entries by screen from the list:
aGlu spleen mod, entries 2 to 8 → -6%, 3%, -2%, 1%, 4%[17.4 µM], -2%, -6%[17.4 µM]
Tau fibril ThT, entries 2 to 8 → -1%, -3%, 1%, ?, -4%[11.5 µM], ?, -2%[11.5 µM]

Continued:
11) O=C1Nc2ccccc2/C1=N\N1CCOCC1
12) O=C(NCCCN1CCCC1=O)[C@H](CSCc1ccccc1)N1Cc2ccccc2C1=O
13) COc1ccccc1-c1cc2nc(C)c(CCC(=O)NCCc3ccc(SC)cc3)c(C)n2n1
14) CCC(C(=O)Nc1nc(C)c(C(=O)OC)s1)c1ccccc1 (stereo not drawn)
15) COc1cccc(NC(=O)c2ocnc2C)c1
16) COc1ccc(OCCSc2nnc(CCNC(=O)c3ccc(Cl)c(Cl)c3)n2C)cc1
17) CCC1OC(=O)C(C)[C@@H](O[C@H]2C[C@@](C)(OC)C(O)C(C)O2)C(C)[C@@H](O[C@@H]2OC(C)CC(N(C)C)C2O)[C@@](C)(O)CC(C)C2NC(COCCOC)O[C@H](C2C)[C@@]1(C)O (stereo partly drawn)
18) O=S(=O)(c1cccc2cccnc12)n1cnc2ccccc21
19) CCOC(=O)Nc1nc2ccccc2s1
20) CCCCCCCNC(=O)COc1ccc2c(c1)C(=O)CC(C)(C)O2

assay / compound,11,12,13,14,15,16,17,18,19,20
Tau fibril ThT,-10%,.,-10%,-1%,-17%,?,-11%,-3%,-12%,-15%
Tau FP inhib,9%,-10%,7%,-5%,2%,-8%,1%,-3%,9%,4%
HTT cytoprotect,6%[10 µM],3%[10 µM],.,-30%[inhibitor][1.9 µM],12%,-11%,?,0%,-16%,-1%[10 µM]
GAA glycogen,1%,3%,-12%[76.3 µM],-11%,-2%,-1%,.,-1%,1%,-8%
aGal spleen mod,-3%,-4%,.,7%,4%,-1%,-6%,0%,4%,-1%
Tau fluor cs,-3%,-14%,-16%,-24%,-7%,-19%,-12%,-4%,1%,-10%
GAA inhib,.,.,.,12%,7%,5%,.,-1%,-19%,14%
aGlu spleen mod,-12%,-1%,.,7%,-2%,-6%,-5%,-1%,8%,-5%

21) CCOC(=O)C1CCN(CC(=O)Nc2c(C(=O)OC)[nH]c3ccc(Cl)cc23)CC1
22) COc1ccccc1NS(=O)(=O)c1cc(NC(=O)CNC(=O)c2ccc(C)s2)ccc1Cl
23) Fc1ccc(CSc2ncnc3nc[nH]c23)cc1
24) CCc1nc(SCC(=O)Nc2nnc(CC(C)C)s2)n[nH]1
25) CC(C)C[C@@H](CC(=O)N[C@H](CC(=O)N[C@@H]1CCNC[C@H]1C(=O)N[C@H](CC(=O)N[C@@H](CCC(=O)O)CC(=O)O)Cc1ccccc1)C(C)C)NC(=O)[C@@H]1CNCC[C@H]1N
26) O=C(NNc1nc(-c2ccc(F)cc2)cs1)c1ccccc1
27) COc1ccc(O[C@H]2C=C[C@@H](c3ccccc3)O[C@H]2CO/N=C2/[C@H]3O[C@@H]3[C@@H](O)[C@H]3[C@H]2CCn2c(=O)n(-c4ccccc4)c(=O)n23)cc1
28) CCOc1ccc(N(CC(=O)Nc2ccc(F)cc2F)S(=O)(=O)c2c(C)[nH]c(=O)[nH]c2=O)cc1
29) Oc1c(C=NCc2ccc(F)cc2)[nH]c2ccc(Br)c(Cl)c12
30) Clc1ccc(/C=C/c2nc3ccccc3[nH]2)c(Cl)c1

assay / compound,21,22,23,24,25,26,27,28,29,30
Tau fibril ThT,-6%,10%,-9%,0%,5%,?,-12%[11.5 µM],4%,?,-9%
Tau FP inhib,?,?,-4%,-2%,5%,-5%,-4%[11.6 µM],-3%,-7%,?
HTT cytoprotect,0%[0.074 µM],20%[10 µM],-1%[10 µM],0%[10 µM],-33%[inhibitor],-67%[inhibitor],-59%[inhibitor][10 µM],.,-12%,-114%[inhibitor]
GAA glycogen,-2%,6%,5%,8%,.,?,.,13%[76.3 µM],-1%,-4%
aGal spleen mod,-16%,0%,2%,9%,-1%,-6%,8%[17.5 µM],.,6%,?
Tau fluor cs,?,?,-4%,4%,-4%,-22%,-12%[11.6 µM],-3%,?,?
GAA inhib,2%,3%,1%,11%,.,-5%,.,.,-1%,?
aGlu spleen mod,-13%,9%,-1%,1%,9%,-2%,1%[17.4 µM],.,3%,15%

31) COc1ccc(/C(C)=N/NC(=O)C(NC(=O)c2ccccc2)c2n[nH]c(=O)c3ccccc23)c(OC)c1 (stereo not drawn)
32) CC(=O)Oc1ccc(Nc2ccccc2)cc1
33) Cc1cc(Cl)ccc1N(CC(=O)N=Nc1c(O)[nH]c2ccccc12)S(C)(=O)=O
34) Cc1cc(C(=O)NP(=O)(N2CCOCC2)N2CCOCC2)c(C)n1-c1ccc(Br)cc1
35) O=C(CC1C(=O)NCCN1Cc1ccc(Cl)c(F)c1)NCC1CCOCC1 (stereo not drawn)
36) CC(C)CCNC(=O)CCC(=O)NNc1nc2ccccc2c2nc(-c3ccccc3)nn12
37) NNC(=O)Nc1cccc(C(F)(F)F)c1
38) Clc1ccc(Cc2nn3c(Cn4nnc5ccccc54)nnc3s2)cc1
39) Cn1nc(-c2ccccc2)c(CSc2ccccc2)c1Cl
40) CCc1ccc2occ(CC(=O)Nc3c(C(=O)Nc4ccc(Cl)cc4)oc4ccccc34)c2c1

assay / compound,31,32,33,34,35,36,37,38,39,40
Tau fibril ThT,-11%,?,?,9%,-13%,-15%&-3%,-13%,-22%,-13%,-2%
Tau FP inhib,5%,19%,-8%,2%,-10%,-8%&-7%,-2%,0%,-10%,?
HTT cytoprotect,-6%[10 µM],-12%[10 µM],-1%,-12%[10 µM],24%[10 µM],-23%[10 µM],-15%,-6%[0.074 µM],-30%,.
GAA glycogen,5%,?,-6%,4%,4%,-8%[76.3 µM],-2%,-5%,2%,7%[76.3 µM]
aGal spleen mod,3%,12%,-14%,0%,-6%,-4%,-3%,-5%,-9%,.
Tau fluor cs,-8%,-26%,?,8%,-9%,?,-8%,-17%,-20%,?
GAA inhib,?,-1%,?,1%,.,0%,-3%,0%,-2%,.
aGlu spleen mod,5%,7%,-6%,-1%,4%,0%,-6%,-6%,-9%,.

41) Cc1ccc(N/C=C2\CCCCC2=O)c(C)c1
42) COc1ccccc1CNC(=O)CCCCn1c(=O)c2ccccc2n(CC(=O)Nc2cccc(Cl)c2)c1=O
43) O=C(O)CCC(=O)OCC1CCCO1 (stereo not drawn)
44) O=C(NCCC1=CCCCC1)C1CCC(CNc2nc(=S)[nH]c3ccccc23)CC1 (stereo not drawn)

assay / compound,41,42,43,44
Tau fibril ThT,-11%,?,-3%,4%
Tau FP inhib,3%,?,-2%,-12%
HTT cytoprotect,.,.,-11%,-136%[inhibitor]
GAA glycogen,-2%,-5%[76.3 µM],3%,12%
aGal spleen mod,5%,.,-1%,1%
Tau fluor cs,-11%,?,-6%,-7%
GAA inhib,-18%,.,-4%,-7%
aGlu spleen mod,13%,.,2%,-1%
